CF NFkB inh = inhibitors of PAF-induced NF-kB signaling, primary screen, cell-based, GFP fluorescence, uHTS; AID 588850, 2011; 360,000 compounds, 0.86% hits; KKLEB NF-kB-GFP reporter, GFP fluorescence overnight; inhibition, % at 5 µM;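 active = at least 50% inhibition at 5 µM, scaled per plate between neutral and stimulator controls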;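 note: PAF is a Pseudomonas aeruginosa culture filtrate used as stimulus; plate controls were PAF-stimulated DMSO wells for no effect and unstimulated DMSO wells for full effect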
NR2E3 ag-1 = inhibitors of NR2E3-RetCOR corepressor binding, primary screen, NR2E3 agonist project, biochemical, TR-FRET, GST-NR2E3, biotin-RetCOR; Photoreceptor-specific nuclear receptor (Homo sapiens), Q9Y5X4; 1536-well; inhibition of corepressor binding, % at 4.78 µM; 320,000 compounds, 0.12% hits; AID 2300, 2010;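 active = percent inhibition above the cutoff of mean plus 3 SD of all tested compounds, set per screening campaign, cut at about 20% in these data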;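 note: 0% = DMSO wells and 100% = biotin wells as full block of FRET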
Target sequence (Q9Y5X4 whole entry, looked up): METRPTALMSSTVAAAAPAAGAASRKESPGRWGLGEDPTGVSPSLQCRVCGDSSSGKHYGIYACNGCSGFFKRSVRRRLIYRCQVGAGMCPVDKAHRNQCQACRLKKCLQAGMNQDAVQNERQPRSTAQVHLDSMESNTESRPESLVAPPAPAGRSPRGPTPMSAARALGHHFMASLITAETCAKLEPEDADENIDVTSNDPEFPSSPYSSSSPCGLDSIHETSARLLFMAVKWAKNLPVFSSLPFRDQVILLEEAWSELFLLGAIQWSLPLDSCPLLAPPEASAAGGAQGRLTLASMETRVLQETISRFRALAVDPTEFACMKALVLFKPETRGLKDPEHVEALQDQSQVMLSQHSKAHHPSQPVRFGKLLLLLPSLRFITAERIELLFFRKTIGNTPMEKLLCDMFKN
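Assay system: NR2E3–RetCOR corepressor complex. Quantity: 1.35 nM GST-NR2E3. Buffer or medium: pH 7.5 Tris-based buffer. Reagent: biotinylated RetCOR corepressor at 7 nM final. Schedule: 5 h at 4 °C. Detection: TR-FRET, emission read at 617 and 671 nm. Replicates: one well per compound, singlicate testing.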
HIF-2a block = HIF-2a reporter inhibitors, primary screen, luminescence, 786-0 RCC cells. 786-0 RCC cells HIF-2a reporter, luciferase luminescence, overnight. inhibition, % at 18.8 µM. AID 624352, 2012. 360,000 compounds, 0.72% hits;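 active = inhibition of the luminescence signal of 40% or more relative to plate controls, in a single-dose primary screen at 18.75 µM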
NR2E3 ag-2 = NR2E3 agonists in two-hybrid cells, primary screen, cell-based, luminescence, CHO-S, Gal4-NCOR/VP16-NR2E3. 360,000 compounds, 0.35% hits. inhibition of corepressor binding, % at 3.98 µM. Photoreceptor-specific nuclear receptor (Homo sapiens), Q9Y5X4. luciferase. AID 602229, 2012;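 active = inhibition above the mean of all tested compounds plus 3 SD, cut at about 70% in these data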;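 note: 0% = DMSO with NR2E3 transfected cells and 100% = cells lacking NR2E3 construct; higher means lower luciferase signal from less NR2E3 corepressor binding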
Peg3 prom inh = Peg3 promoter-driven luciferase inhibitors, primary screen, cell-based, HeLa, luciferase luminescence. HeLa PEG-Prom luciferase reporter, overnight. inhibition, % at 20 µM. 360,000 compounds, 1.7% hits;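 active = inhibition of at least 50% at 20 µM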
MITF TRPM1 inh = inhibitors of MITF-dependent TRPM1 promoter reporter, primary screen, cell-based, SK-MEL-5, single point, luciferase; 330,000 compounds, 0.83% hits; SK-MEL-5 TRPM1 promoter luciferase, 24 h; AID 488899, 2010; inhibition, % at 12.5 µM;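 active = mean inhibition across replicates of 60% or more, whatever share of single replicates reaches that level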; note: values of inactives mirror those of a sister screen read the other way
Shn3 3UTR inh = reduction of Shn3 3'UTR firefly luciferase signal, primary screen, Schnurri-3 inhibitor project, cell-based, Clone20 osteoblasts, set 2; Clone20 osteoblast Shn3 3'UTR firefly luciferase, 24 h; inhibition, % at 12.5 µM; 360,000 compounds, 0.52% hits; AID 588674, 2011;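 active = mean inhibition of at least 75% with every replicate also reaching 75%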;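 note: 0% = median of neutral control wells and 100% = pilot-screen positive control compound; some compounds past the cut are filed as inactive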
C8 TRAIL sens = viability loss with TRAIL in NB7+C8 cells, primary screen, TRAIL sensitizer project, cell-based, ATPlite luminescence; AID 624354, 2012; inhibition (viability loss, TRAIL sensitization), % at 10 µM; 360,000 compounds, 1% hits;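 active = compounds causing at least 50% loss of cell viability in the single-dose screen, relative to plate controls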
KKLEB tox = cytotoxicity in KKLEB CF airway cells, primary screen, cytotoxicity control for CF NF-kB inhibitor project, cell-based, uHTS, fluorescence assay plates. KKLEB CF airway cells viability, ATPlite luminescence, overnight; stronger effect = lower value; cells stimulated with P. aeruginosa culture filtrate. activity change (cytotoxicity), % at 5 µM. 360,000 compounds, 0.36% hits;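 active = corrected activity change at or below -50% at 5 µM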
iPSC survival up = enhancers of single-cell hiPSC survival, primary screen, ATPlite luminescence. 100% = ROCK inhibitor wells, 0% = DMSO. survival enhancement, % at 20 µM. 360,000 compounds, 0.044% hits. AID 602274, 2012; in the data active = survival enhancement above about 18%;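 note: cells exposed to compounds for 16 hours before the ATP read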
LMP1 NFkB inh = EBV LMP1-driven NF-kappaB luciferase reporter inhibitors, primary screen, cell-based, luminescence, single point | LMP1-induced NF-kappaB luciferase reporter cells | inhibition, % at 12.5 µM | 350,000 compounds, 0.69% hits | AID 504558, 2011; in the data active = inhibition above about 41%;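 note: 0% = neutral control wells and 100% = reference inhibitor control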
Numbers without * were called inactive; nt = no result given. An excerpt; count on the stated rates, not on these rows.

structure	CF NFkB inh	NR2E3 ag-1	HIF-2a block	NR2E3 ag-2	Peg3 prom inh	MITF TRPM1 inh	Shn3 3UTR inh	C8 TRAIL sens	KKLEB tox	iPSC survival up	LMP1 NFkB inh
CCN1CCN(CC(=O)Nc2nc3ccccc3s2)CC1	-12	-2	-27	-22	-11	-10	-37	2	8	-0.1	-8
CCc1cccc(NC(=O)CN2C(=O)NC3(CCCCCCC3)C2=O)c1	-2	6	-4	4	20	-11	2	4	5	-3.4	-1
O=C(O)C1CC(=O)N(c2ccc(OCc3ccccc3Cl)cc2)C1 (centres undefined)	4	0	28	-41	8	-10	-1	-6	-1	3.2	20
Cc1cc(C)c(CN2CCC(N3CCC(C(=O)NCC4CCCO4)CC3)CC2)cc1C (centres undefined)	12	-2	10	3	-9	-17	-4	-3	-2	-0.6	0
Cc1cccn2c(=O)c3cc(C(=O)NCc4ccco4)c(=N)n(CCOCCO)c3nc12	-52	4	16	-9	6	-17	4	3	12	1.3	-8
Cc1nn(-c2ccccc2)c2c1C(=O)N(Cc1ccccc1)C(=O)C(C)(C)C2	-4	1	33	-17	12	5	6	-3	-1	0.7	6
CCC1=Nc2cc(C(=O)N3CCCCC3)ccc2Sc2ccc(C)cc21	14	2	5	-6	25	-5	12	-8	-4	0.1	-6
Nc1cc(=O)[nH]n1C1CCCC1	-11	3	1	-29	16	-1	73	-2	6	-0.3	-2
O=C(CC(=O)c1ccccc1)Nc1cc(C(F)(F)F)ccc1Cl	-5	-2	-40	7	-14	-3	9	-9	-4	-1.9	13
Cn1ccsc1=NC(=O)c1ccc(S(=O)(=O)C(F)F)cc1	-8	1	-246	-81	-231	-59	-31	3	-4	-0.5	-13
Cc1cc(C)c(S(=O)(=O)NC2CC(C)(C)NC(C)(C)C2)cc1Br	2	nt	12	-15	-6	-9	-13	35	5	-0.5	-4
Cc1n[nH]c(C)c1S(=O)(=O)N1CCCCCC1	32	2	14	25	19	17	0	3	-6	2.6	5
CC(C)CC(C(=O)OCC(=O)c1c(N)n(C)c(=O)n(C)c1=O)N1C(=O)c2ccccc2C1=O (centres undefined)	-10	-2	20	10	9	-5	3	-3	14	-1.1	5
O=C(Nc1n[nH]c(C(F)(F)F)n1)C1CC1	17	0	18	7	6	9	3	-13	3	2.3	0
CCOC(=O)c1cc(S(=O)(=O)NCCc2ccccc2)cn1C	14	-2	-2	15	1	1	-9	8	7	0.4	1

In the list so far, three contain fluorine.
structure	CF NFkB inh	NR2E3 ag-1	HIF-2a block	NR2E3 ag-2	Peg3 prom inh	MITF TRPM1 inh	Shn3 3UTR inh	C8 TRAIL sens	KKLEB tox	iPSC survival up	LMP1 NFkB inh
O=C(CC(=O)c1ccccc1)Nc1cc(C(F)(F)F)ccc1Cl	-5	-2	-40	7	-14	-3	9	-9	-4	-1.9	13
Cn1ccsc1=NC(=O)c1ccc(S(=O)(=O)C(F)F)cc1	-8	1	-246	-81	-231	-59	-31	3	-4	-0.5	-13
O=C(Nc1n[nH]c(C(F)(F)F)n1)C1CC1	17	0	18	7	6	9	3	-13	3	2.3	0

Next section
structure	CF NFkB inh	NR2E3 ag-1	HIF-2a block	NR2E3 ag-2	Peg3 prom inh	MITF TRPM1 inh	Shn3 3UTR inh	C8 TRAIL sens	KKLEB tox	iPSC survival up	LMP1 NFkB inh
Cc1ccc(S(N)(=O)=O)cc1NC(=O)/C=C/c1cccs1	-8	-3	-4	-15	-3	11	-19	10	4	-0.3	2
CCCC(C(=O)O)n1c(O)c(C=C2N=c3ccccc3=N2)sc1=S (centres undefined)	18	-8	13	-6	8	5	10	-22	2	-0.8	2
Cc1ccc2sc(N(CCCN(C)C)C(=O)c3ccc(S(=O)(=O)N4CCc5ccccc5C4)cc3)nc2c1C	-15	-2	27	7	59*	65*	38	76*	-47	-0.3	-20
CCCCn1c(N)c(N(CCOC)C(=O)c2ccc3c(c2)OCCO3)c(=O)[nH]c1=O	-5	5	22	16	-3	0	-63	-8	0	-0.2	-1
Cc1ccc(NC(=O)CC2OC(=O)c3ccccc32)cc1S(=O)(=O)N1CCOCC1 (centres undefined)	4	4	2	2	8	nt	-10	-28	9	-0.5	-2
CCN(CC)c1nc2c(c(=O)[nH]c(=O)n2C)n1Cc1ccccc1	-10	5	10	7	15	-5	7	-14	4	1.0	5
C[C@H](CO)N1C[C@H](C)[C@@H](CN(C)S(C)(=O)=O)Oc2ccc(NC(=O)Nc3ccccc3)cc2C1=O	-14	nt	12	-13	0	-3	-17	-20	11	1.4	-2
Cn1nccc1C(=O)Nc1ccc2c(c1)OCCO2	-11	-4	-43	-75	-103	4	7	16	1	-1.9	-4
O=C(Nc1nnc([C@@H]2C[C@H](O)[C@@H](CO)O2)s1)c1c(F)cccc1F	-18	nt	7	11	5	nt	-12	-8	-18	0.3	nt
COc1ccc(C(=O)NNC2=NC(C)(C)Cc3ccccc32)cc1	3	4	22	-3	-19	12	1	-13	13	3.1	5
Cc1ccc(-c2nc(CS(=O)CC(=O)NCc3ccc4c(c3)OCO4)c(C)o2)cc1 (centres undefined)	-1	-1	-6	20	-3	5	-75	9	-4	2.2	0
O=[N+]([O-])c1cc(/C=N/n2c(-c3cccnc3)n[nH]c2=S)ccc1Cl	-18	3	3	-1	4	-7	13	-4	0	1.1	-46
CC1(C)Cc2c(sc(NC(=O)COc3ccc(Cl)cc3)c2C(N)=O)C(C)(C)N1	-3	2	7	3	42	1	11	-2	-29	-0.2	-7
O=C(CCNC(=O)c1ccccc1Cl)Nc1nc(-c2ccccc2Cl)cs1	-2	-3	-191	-36	-143	2	-6	7	-8	-1.2	2
CCCCn1cnc2c(c(-c3ccccc3)c(-c3ccccc3)n2Cc2ccco2)c1=N	8	2	14	34	-4	nt	-15	10	-8	-0.5	nt

Carrying on:
structure	CF NFkB inh	NR2E3 ag-1	HIF-2a block	NR2E3 ag-2	Peg3 prom inh	MITF TRPM1 inh	Shn3 3UTR inh	C8 TRAIL sens	KKLEB tox	iPSC survival up	LMP1 NFkB inh
O=C(CNC(=O)c1ccc(Cl)cc1Cl)OCN1C(=O)c2ccccc2C1=O	7	-1	-2	-16	0	-6	-6	13	-3	0.5	1
COc1ccccc1OCCn1ccnc1	18	0	17	-35	23	7	-6	5	0	-0.9	4
Cc1csc(SCc2nc3scc(-c4ccccc4)c3c(=O)[nH]2)n1	-12	2	8	2	1	-19	3	0	2	-0.1	-5
CC(=O)NC(c1ccccc1)c1nc(-c2cc3ccccc3o2)cs1 (centres undefined)	-33	nt	-213	-30	-62	nt	-25	2	13	1.2	nt
CCc1c(C)c(C#N)c2nc3ccccc3n2c1NCc1ccco1	4	3	24	-42	29	3	-2	-15	-3	0.0	17
Nc1n[nH]c(C2CCCCC2)n1	2	-1	12	0	10	nt	-30	-3	-1	0.4	4
CCn1c(=O)cc(SCC(=O)Nc2cc(OC)c(OC)c(OC)c2)c2ccccc21	-45	-3	-6	14	10	-2	4	3	-4	3.0	-3
COc1ccc(-c2nc(N3CCN(C)CC3)sc2-c2ccc(OC)cc2)cc1	8	0	-9	23	-5	-11	-12	5	7	-0.1	-23
COc1ccc(/C=C2/CCCC(C(=O)C(F)(F)F)=C2O)cc1OC	-4	3	-30	-14	-41	-14	15	-10	2	-0.8	-3
CC1=C(C#N)C(NC(=O)C2CCCCC2)(C(F)(F)F)C(=O)N1 (centres undefined)	2	2	-5	-1	4	2	-20	7	-3	4.0	7
Cc1ccc(C(=O)O)cc1NC(=S)NC(=O)c1ccc(-c2ccccc2)cc1	3	2	-292	-90	-238	-14	-45	40	-23	-1.5	-2
COc1ccc(C(=O)Nc2ccc(NC(=O)c3cccs3)c(OC)c2)cc1Cl	-30	-2	-22	-27	-6	-25	-18	-8	18	1.4	5
NC(=O)c1cnn(C2CCS(=O)(=O)C2)c1 (centres undefined)	2	-2	24	-23	6	-1	7	3	-6	2.7	6
Cc1cc(C)cc(NC(=O)CNC(c2ccccc2)c2ccccc2)c1	9	0	12	-12	29	21	9	0	-3	0.9	5
CC(=O)NCCc1ccc(C(=O)COC(=O)c2cccn2C)cc1	18	nt	-99	-37	-169	-52	-51	4	13	-5.1	-9
O=C(CSc1nnc(-c2cccs2)n1-c1ccccc1)N1CCCc2ccccc21	10	-3	21	-26	8	14	25	5	16	-0.6	-14
CC(=O)c1ccc(OCc2cc(C(=O)N(C)Cc3ncc(C)[nH]3)no2)cc1	-47	nt	4	29	-12	9	-9	20	-22	-0.4	1
CC(=O)NC1=NN(C(C)=O)C(C)(CS(=O)(=O)c2ccc3ccccc3c2)S1 (centres undefined)	-8	-1	5	-2	-2	6	13	-3	10	1.8	5
